Screening results deposited in PubChem BioAssay by several laboratories.
ER stress rescue: rescue of cells from ER stress-induced death, primary screen, 384-well, CSM14.1, thapsigargin, ATP luminescence (AID 1222); CSM14.1 thapsigargin-induced death rescue, ATP luminescence; higher % means a stronger effect; one-dose cellular ATP content (survival), % at 20 µM; EC50 in µM for titrated hits; 190,000 tested, under 10 active;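 active = EC50 below 50 µM in the dose-response confirmation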;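 also: death triggered by thapsigargin at about 15 µM added after 2 h compound pretreatment; cell ATP read after overnight thapsigargin exposure of roughly 18 to 22 hours; normalized against plate controls of thapsigargin alone and 5% DMSO vehicle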
LYP inhibition: inhibitors of LYP phosphatase, biochemical, fluorescence intensity, uHTS (AID 1779); Tyrosine-protein phosphatase non-receptor type 22 (Homo sapiens); recombinant LYP phosphatase, fluorescence intensity; higher % means a stronger effect; inhibition, % at 11.5 µM; hits with a dose series show IC50 in µM; actives 0.054% (n = 290,000);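 also: plate controls were vehicle with enzyme for no effect and no enzyme for full effect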
HEK293 NOD2/NF-kB: NOD2 signaling inhibitors, cell-based, luminescence, uHTS, HEK293 (AID 1566); HEK293 NOD2/NF-kB luciferase reporter, luminescence; higher % means a stronger effect; one-dose inhibition, % at 4 µM; EC50 in µM for titrated hits; actives 0.63% (n = 290,000); also: many of its hits are not listed in these tables
XIAP antagonists: XIAP antagonists, biochemical, IAP family, fluorescence polarization (AID 1018); E3 ubiquitin-protein ligase XIAP (Homo sapiens); XIAP BIR domain, fluorescence polarization peptide displacement; higher % means a stronger effect; displacement, % at 20 µM; hits with a dose series show IC50 in µM; actives 0.007% (n = 200,000); in the data active = displacement above about 50%; also: a part of the inactive calls stands beside numbers as strong as those of hits
M1AAP inhibition: P. falciparum M1AAP inhibitors, biochemical, fluorogenic H-Leu-NHMec substrate, 1536-well (AID 1445); Aminopeptidase N (Plasmodium falciparum (isolate 3D7)); recombinant M1AAP, H-Leu-NHMec fluorogenic kinetic assay; higher % means a stronger effect; inhibition, % at 30 µM; hits with a dose series show IC50 in µM; actives 0.42% (n = 220,000);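 active = primary inhibition above the hit cutoff, then over 50% inhibition at one or more dose response concentrations, cut at about 23% in these data, passing the limit was not always enough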;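 also: plate controls were DMSO full reaction for no effect and no enzyme background for full effect; strong numbers were not always called active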
Siah-1 displacement: Siah-1 peptide-binding antagonists, primary screen, biochemical, fluorescence polarization, rhodamine-plectin, uHTS (AID 1817); Siah-1 / rhodamine-plectin peptide fluorescence polarization; higher % means a stronger effect; displacement, % at 20 µM, or IC50 in µM where a hit was titrated; actives 0.02% (n = 290,000);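 active = displacement of at least 50% at 20 µM, with a fluorescence ratio check between 0.3 and a set limit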;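 also: plate controls were Siah plus tracer with DMSO for no effect and tracer alone without Siah for full effect; strong numbers were not always called active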
Lipid droplet: inhibitors of hepatocyte lipid droplet formation, primary screen, imaging, high-throughput imaging, BODIPY stain. AML12 mouse hepatocytes, oleate lipid droplets. inhibition, % at 6.5 µM. actives 0.4% (n = 240,000). AID 1656, 2009;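 active = lipid droplet intensity inhibited by at least 50%, with more than 500 cells counted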
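Assay system: AML12 mouse liver cells | Compound: 6.5 µM single-point dosing | Schedule: Overnight exposure | Technique: Fluorescence imaging, 20x objective, two fields per well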
P. falciparum M17LAP: P. falciparum M17LAP inhibitors, primary screen, biochemical, fluorogenic H-Leu-NHMec substrate, 1536-well (AID 1619) | recombinant M17LAP, H-Leu-NHMec fluorogenic kinetic assay; higher % means a stronger effect | actives 0.38% (n = 220,000) | inhibition, % at 30 µM; hits with a dose series show IC50 in µM;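 active = compound inhibiting the enzyme by more than half at any dose during confirmatory dose-response retesting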;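 also: plate controls were full reaction with DMSO carrier for no effect and no enzyme background for full effect; strong numbers were not always called active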
AID2073: inhibitors of Mint1-CaV2.2 protein interaction, biochemical, HTRF (AID 2073); Voltage-dependent N-type calcium channel subunit alpha-1B (Homo sapiens); HTRF protein-protein interaction, Mint1-CaV2.2; higher % means a stronger effect; inhibition, % at 20 µM, or IC50 in µM where a hit was titrated; actives 0.19% (n = 290,000); in the data active = inhibition mostly above about 51%, no sharp cut-off; also: some results filed as inactive read as strong as hits
Lipid droplet cells 6.5 µM: also measured in Lipid droplet; calls as there; cell count; measured here: cell count, cytotoxicity flag;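 cells counted across two imaged fields per well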
The depositor's hits bear a star; · = no result given. Rule as the data show it, unless noted: active = inhibition above about 50%; inactive = the rest. An excerpt; the hit share may differ from the screen's.

Molecule,ER stress rescue,LYP inhibition,HEK293 NOD2/NF-kB,XIAP antagonists,M1AAP inhibition,Siah-1 displacement,Lipid droplet,Lipid droplet cells 6.5 µM,P. falciparum M17LAP,AID2073
CCOc1ccc(NC(=O)CSc2nnc(COc3c(C)cccc3C)o2)cc1,·,-8%,15%,-4.3%,2%,4%,-18,512,0%,9%
COc1ccc(C(=O)CSc2nnc(CNC(=O)c3ccco3)n2C)cc1,-0.5%,-8%,6%,-7.4%,3%,-3%,·,·,8%,-8%
N/C(=N\OC(=O)COc1ccc([N+](=O)[O-])cc1)c1ccc(Br)cc1,0.0%,-11%,7%,-4.7%,3%,-14%,-24,601,-1%,6%
C=C(Cl)COc1ccc2c(CCCC)cc(=O)oc2c1,1.2%,1%,-2%,0.0%,2%,2%,2,759,6%,7%
COC(=O)CNC(c1ccccc1Cl)c1cc(Br)ccc1NC(=O)CCN1CCOCC1 (stereo unspecified),0.0%,-2%,9%,-5.2%,11%,-1%,·,·,6%,12%
O=C(CSc1ccccn1)N1CCN(c2cccc(Cl)c2)CC1,-0.5%,-3%,-16%,-6.8%,-1%,0%,2,761,-1%,-8%
C[C@@H]([C@H](O)c1ccccc1)N(C)C(=S)Nc1ccccc1,·,-7%,10%,·,·,2%,-3,794,·,-2%
Cc1oc2c(O)c(O)ccc2c(=O)c1-c1ccccc1,·,-5%,18%,·,9%,-3%,9,668,1%,-9%
CCOc1ccc(NC(=O)C(=O)NCC2CCCN2CC)cc1 (stereo unspecified),0.5%,-6%,9%,-1.6%,3%,4%,·,·,0%,0%
Cc1noc(C)c1CN(C(=S)NC1CC1)c1ccccc1,1.4%,-1%,10%,-11%,5%,4%,2,653,-9%,-2%
COc1ccc(C(=O)C2CCCN(C(=O)c3noc4c3CCCC4)C2)c(C)c1 (stereo unspecified),9.0%,-6%,19%,-5.8%,0%,1%,0,741,2%,10%
CCCC(=O)Nc1ccc2c(c1)COC2=O,-1.8%,-2%,-7%,-3.7%,3%,-2%,0,722,4%,0%
CN=C1SC(CC(=O)Nc2ccc(F)cc2F)C(=O)N1/N=C(\C)c1cccc(OCC(=O)O)c1 (stereo unspecified),·,-1%,3%,·,5%,7%,2,695,2%,-12%
Cc1noc(C)c1COc1ccc(C(=O)OCC(=O)Nc2ccc3ccccc3c2)cc1,-4.2%,-1%,-4%,-5.2%,2%,2%,21,784,14%,0%
CC(C)Cn1c(CN2CCCCC2C)nc2c1c(=O)n(C)c(=O)n2C (stereo unspecified),·,-4%,16%,0.2%,1%,4%,-5,642,-5%,4%
CN(C)/C=C1\N=C(c2ccc(Cl)cc2Cl)OC1=O,-0.6%,0%,-94%,-7.9%,-1%,4%,-1,721,-18%,0%
Cc1ccc(-n2ncc3c(=O)n(CC(=O)N4CCN(c5ccccc5F)CC4)cnc32)cc1C,2.2%,-8%,3%,-3.5%,8%,6%,14,724,10%,10%
O=C(CSc1nnc2scc(-c3ccc(Cl)cc3)n12)NCc1ccc2c(c1)OCO2,-1.5%,5%,-21%,-6.0%,3%,3%,-5,721,-7%,-6%
COc1ccc(C(=O)c2c(N)sc3c2CCN(C(=O)OC(C)(C)C)C3)cc1,·,-4%,23%,·,9%,-4%,8,678,20%,-10%
COc1ccc(CC(=O)N(C)CC(=O)Nc2ccccc2SC)cc1,·,-10%,7%,·,·,6%,-8,602,·,-1%

Whole records as entered above. Order of screens: ER stress rescue | LYP inhibition | HEK293 NOD2/NF-kB | XIAP antagonists | M1AAP inhibition | Siah-1 displacement | Lipid droplet | Lipid droplet cells 6.5 µM | P. falciparum M17LAP | AID2073
Shown for `C=C(Cl)COc1ccc2c(CCCC)cc(=O)oc2c1` → 1.2% | 1% | -2% | 0.0% | 2% | 2% | 2 | 759 | 6% | 7%
Shown for `CN=C1SC(CC(=O)Nc2ccc(F)cc2F)C(=O)N1/N=C(\C)c1cccc(OCC(=O)O)c1` (stereo unspecified) → · | -1% | 3% | · | 5% | 7% | 2 | 695 | 2% | -12%

More compounds
Molecule,ER stress rescue,LYP inhibition,HEK293 NOD2/NF-kB,XIAP antagonists,M1AAP inhibition,Siah-1 displacement,Lipid droplet,Lipid droplet cells 6.5 µM,P. falciparum M17LAP,AID2073
CCN(C(=O)CSc1nc2ccccc2n1CC)C1CCS(=O)(=O)C1 (stereo unspecified),·,-6%,6%,-4.8%,5%,2%,6,696,-1%,8%
CC(C)COC(=O)c1cc(=O)[nH]c2ccccc12,1.0%,0%,8%,-1.7%,2%,1%,·,·,0%,12%
Cc1cccc(NC(=O)c2nc[nH]c2C(=O)N[C@@H](C)C(=O)OCc2ccccc2)c1,·,6%,-6%,·,-8%,4%,-5,682,8%,7%
COc1ccc(S(=O)(=O)CCC(=O)N2CCN(c3ccc(F)cc3)CC2)cc1,12%,-10%,4%,-9.5%,5%,3%,3,698,1%,5%
C=CCCOc1ccccc1C(N)=O,·,-9%,-28%,·,4%,0%,14,733,-5%,7%
Cc1cccc(NC(=O)c2cnc3sccn3c2=O)c1C,-2.2%,2%,-73%,-2.0%,-2%,7%,-2,612,-15%,-10%
O=C(CSc1nnc(-c2ccccn2)n1Cc1ccco1)c1ccccc1,-0.9%,11%,-9%,-4.6%,8%,0%,·,·,-3%,9%
O=c1[nH]c(CSc2ccccc2)nc2c1oc1ccccc12,·,-6%,-10%,·,4%,5%,-8,733,-5%,2%
Cc1ccc(SC(C)C(=O)Nc2ccccc2-c2ccccc2)cc1 (stereo unspecified),0.9%,-6%,-24%,-6.8%,4%,3%,-30,552,-2%,-5%
COc1ccc2nc(N(CCN(C)C)C(=O)/C=C/c3cccs3)sc2c1,-0.9%,-2%,8%,-4.6%,7%,18%,2,679,-1%,-4%

10 compounds already listed, ordered by count of non-hydrogen atoms, lowest first:
Molecule,ER stress rescue,LYP inhibition,HEK293 NOD2/NF-kB,XIAP antagonists,M1AAP inhibition,Siah-1 displacement,Lipid droplet,Lipid droplet cells 6.5 µM,P. falciparum M17LAP,AID2073
C=CCCOc1ccccc1C(N)=O,·,-9%,-28%,·,4%,0%,14,733,-5%,7%
CN(C)/C=C1\N=C(c2ccc(Cl)cc2Cl)OC1=O,-0.6%,0%,-94%,-7.9%,-1%,4%,-1,721,-18%,0%
Cc1cccc(NC(=O)c2cnc3sccn3c2=O)c1C,-2.2%,2%,-73%,-2.0%,-2%,7%,-2,612,-15%,-10%
O=c1[nH]c(CSc2ccccc2)nc2c1oc1ccccc12,·,-6%,-10%,·,4%,5%,-8,733,-5%,2%
COc1ccc(CC(=O)N(C)CC(=O)Nc2ccccc2SC)cc1,·,-10%,7%,·,·,6%,-8,602,·,-1%
COc1ccc2nc(N(CCN(C)C)C(=O)/C=C/c3cccs3)sc2c1,-0.9%,-2%,8%,-4.6%,7%,18%,2,679,-1%,-4%
COc1ccc(C(=O)c2c(N)sc3c2CCN(C(=O)OC(C)(C)C)C3)cc1,·,-4%,23%,·,9%,-4%,8,678,20%,-10%
COc1ccc(S(=O)(=O)CCC(=O)N2CCN(c3ccc(F)cc3)CC2)cc1,12%,-10%,4%,-9.5%,5%,3%,3,698,1%,5%
Cc1cccc(NC(=O)c2nc[nH]c2C(=O)N[C@@H](C)C(=O)OCc2ccccc2)c1,·,6%,-6%,·,-8%,4%,-5,682,8%,7%
Cc1ccc(-n2ncc3c(=O)n(CC(=O)N4CCN(c5ccccc5F)CC4)cnc32)cc1C,2.2%,-8%,3%,-3.5%,8%,6%,14,724,10%,10%

Continued:
Molecule,ER stress rescue,LYP inhibition,HEK293 NOD2/NF-kB,XIAP antagonists,M1AAP inhibition,Siah-1 displacement,Lipid droplet,Lipid droplet cells 6.5 µM,P. falciparum M17LAP,AID2073
CC(C)Sc1nnc([C@H](C)NC(=O)OC(C)(C)C)o1,-0.6%,-8%,-15%,-2.7%,2%,2%,·,·,15%,-15%
Cc1c(Nc2nc(-c3cccc([N+](=O)[O-])c3)cs2)c(=O)n(-c2ccccc2)n1C,0.1%,9%,-10%,0.5%,-1%,2%,-27,647,-2%,0%
O=C(NN1C(=O)c2ccccc2NC1c1ccoc1)c1ccccc1 (stereo unspecified),-0.3%,-7%,-5%,-3.8%,47µM*,8%,9,758,13%,-2%
COc1ccc(N(CC(=O)NC(C)c2ccccc2)S(=O)(=O)c2ccc(C)cc2)cc1 (stereo unspecified),·,0%,2%,·,·,4%,3,847,·,10%
CCOc1ccc(OCCCN(C)C)cc1,-0.3%,-9%,17%,-5.4%,-4%,4%,1,745,11%,0%
COc1cc(Cl)c(C)cc1NC(=O)CN(C)Cc1cccc(OC)c1OC,-0.3%,-5%,·,-14%,0%,-4%,-8,667,4%,-7%
O=C(CS(=O)(=O)c1ccccc1)Nc1ccccn1,-1.6%,-4%,-6%,-5.8%,-3%,4%,16,649,-3%,-3%
CC(=O)C1=C(O)C(=O)N(CCC(=O)O)C1c1ccc(Cl)cc1Cl (stereo unspecified),-0.8%,2%,-5%,-5.9%,11%,-2%,7,781,7%,17%
COc1ccc2occ(C(=O)c3cccs3)c2c1,-2.5%,-4%,-46%,-0.6%,3%,3%,·,·,-6%,2%
O=C1CS/C(=N/N=C/c2ccccc2OS(=O)(=O)c2ccccc2)N1,-5.1%,-2%,5%,-8.7%,16%,-2%,-3,674,28%,4%
COC(=O)c1ccc(NC(=O)COc2ccc(S(=O)(=O)N3CCCCC3)cc2)cc1,0.4%,1%,3%,-0.6%,2%,2%,6,778,-1%,15%
O=C1C2C(c3ccccc3)C=CC(c3ccccc3)C2C(=O)N1CCO (stereo unspecified),0.9%,-7%,13%,-5.2%,·,-4%,·,·,·,-6%
Cc1c(NC(=O)c2ccc3c(c2)OCO3)cccc1-c1nc2ccccc2o1,-1.0%,2%,3%,-3.1%,-2%,1%,·,·,-12%,-4%
COc1ccc(NC(=O)C2CCCN(C(=O)Nc3ccc(OC)cc3)C2)cc1 (stereo unspecified),·,-4%,-10%,·,·,-2%,-15,823,·,-2%
O=C(CSc1ccc2nnc(-c3ccc(F)cc3)n2n1)NCc1ccco1,-2.4%,-1%,7%,-6.6%,4%,-2%,0,727,-4%,10%
NNC(=O)c1cc(C2CC2)nc2ccc(Br)cc12,·,-7%,-4%,·,·,1%,-6,780,·,-8%
O=c1cc[nH]c2c(Cl)cccc12,·,-4%,-30%,·,0%,2%,1,688,4%,12%
CCCNC(=O)NC(=O)COC(=O)CC(NC(N)=O)c1ccc(Cl)cc1 (stereo unspecified),15%,-5%,-7%,2.0%,2%,-6%,8,578,-22%,6%
